# LRH-1 inv ag – LRH-1 (NR5A2) inverse agonists, primary screen, cell-based, luminescence, HEK293T, StAR-luciferase reporter | Nuclear receptor subfamily 5 group A member 2 (Homo sapiens), O00482 | LRH-1 transfected, 24 h | inhibition, % at 3.6 µM | 360,000 tested, 0.13% active;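 active = inhibition above the mean inhibition of all tested compounds plus 3 SD, cut at about 73% in these data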;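 also: 0% = DMSO wells and 100% = reporter-only cells lacking LRH-1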
# LMP1 NFkB inh – EBV LMP1-driven NF-kappaB luciferase reporter inhibitors, primary screen, cell-based, luminescence, single point | LMP1-induced NF-kappaB luciferase reporter cells | inhibition, % at 12.5 µM | 350,000 tested, 0.69% active; in the data active = inhibition above about 41%;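 also: 0% = neutral control wells and 100% = reference inhibitor control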
# NOD2 RIPK2 PPI – NOD2-RIPK2 binding disruptors in cells, primary screen, fluorescence, CHO cells, BLA complementation | Receptor-interacting serine/threonine-protein kinase 2 (Homo sapiens), O43353 | CCF4 ratio | inhibition, % at 4.98 µM | 360,000 tested, 0.38% active; in the data active = inhibition above about 21%;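 also: 0% = vehicle only and 100% = reference blocker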
# NCOA3 inh – SRC3 coactivator transcriptional activity inhibitors, primary screen, cell-based, luminescence | HEK293 GAL4-SRC3 luciferase reporter | inhibition, % at 3.6 µM | 360,000 tested, 0.17% active | AID 588352, 2011;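 active = inhibition above a per-campaign cutoff, the mean of all compounds plus 3 SD, cut at about 60% in these data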;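 also: 0% = DMSO-treated cells and 100% = gossypol-treated cells at 36 µM; higher means less SRC3-driven luciferase light from the GAL4 reporter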
# TLR9-MyD88 block – inhibitors of TLR9-MyD88 association in cells, primary screen, cell-based, CHO, BLA complementation, fluorescence; Toll-like receptor 9 (Homo sapiens) + Myeloid differentiation primary response protein …; CCF4 FRET ratio; inhibition, % at 4.98 µM; 340,000 tested, 0.21% active;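 active = inhibition above the mean over all tested compounds plus 3 SD, cut at about 21% in these data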;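 also: 0% = DMSO only wells and 100% = clavulanate BLA inhibitor control wells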
# COUP-TFII inh – NR2F2 transcriptional activity inhibitors, primary screen, cell-based, luciferase reporter, HEK293T, luminescence; COUP transcription factor 2 (Homo sapiens), P24468; HEK293T NGFI-A luciferase reporter; inhibition, % at 8.6 µM; 370,000 tested, 0.7% active; AID 686940, 2013;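 active = inhibition above a per-plate cutoff, mean inhibition of test wells between control levels plus 3 SD, cut at about 38% in these data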;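 also: cells cotransfected with COUP-TFII expression vector driving the NGFI-A reporter; 0% = median of COUP-TF2 test wells and 100% = reporter-only cells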
# MC4R ag barr – MC4R agonists recruiting beta-arrestin, primary screen, cell-based, luminescence, agonist arm of biased-ligand search. Melanocortin receptor 4 (Homo sapiens), P32245. U2OS MC4R beta-arrestin complementation; percent of melanotan II response, DMSO zero. activation, % at 8.9 µM. 360,000 tested, 0.98% active. AID 540308, 2011;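 active = activation above a per-plate cutoff, the mean activation of sample wells on that plate plus 3 SD, cut at about 8% in these data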
# SRC2 inh – inhibition of GAL4-SRC2 driven luciferase reporter, primary screen, SRC2 inhibitor project, cell-based, luminescence; Nuclear receptor coactivator 2 (Homo sapiens), Q15596; HEK293 GAL4-SRC2 luciferase reporter; inhibition, % at 9 µM; 370,000 tested, 0.17% active;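 active = inhibition above the mean inhibition of all tested compounds plus 3 SD, set per campaign, cut at about 52% in these data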;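 also: 0% = DMSO treated cells and 100% = cells given Gossypol at 36 µM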
# ABHD5 PLIN5 PPI – ABHD5-PLIN5 interaction inhibitors, primary screen, cell lysate, split luciferase complementation, luminescence | Split G. princeps luciferase complementation, 4 h | inhibition, % at 4 µM | 360,000 tested, 0.78% active;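 active = inhibition above the mean inhibition across every tested compound plus 3 SD, cut at about 22% in these data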;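 also: 0% = DMSO only wells and the 100% control is not disclosed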
# MC4R antagonist – MC4R antagonists of cAMP signaling, primary screen, cell-based, TR-FRET, antagonist arm of biased-ligand search | MC4R-expressing cells, MTII-stimulated cAMP, LANCE TR-FRET | 360,000 tested, 0.48% active | inhibition, % at 6.5 µM | AID 540295, 2011 | Melanocortin receptor 4 (Homo sapiens), P32245;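 active = inhibition above its plate's cutoff, the mean of tested wells on that plate plus 3 SD, cut at about 29% in these data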;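 also: 0% = Melanotan II alone and 100% = Melanotan II plus saturating MCL0020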
#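 System: U2OS cells stably expressing human melanocortin 4 receptor (MC4R). Reagent: Melanotan II challenge after compound preincubation. Doses: 6.5 µM. Times: 30-min compound, 1-h challenge, 1-h detection, room temperature. Measured by: TR-FRET with Eu-cAMP and labeled anti-cAMP, 671 nm. Replicates: singlicate.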
# SRC1 inh – SRC1 coactivator transcriptional activity inhibitors, primary screen, cell-based, luminescence | HEK293 GAL4-SRC1 luciferase reporter | inhibition, % at 3.6 µM | 360,000 tested, 0.12% active | AID 588354, 2011;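 active = inhibition above the campaign mean plus 3 SD, with each screening campaign given its own cutoff, cut at about 60% in these data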;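 also: 0% = DMSO treated cells and 100% = gossypol at 36 µM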
# The depositor's hits bear a star; . = not tested or not shown. Only part of the results is shown; the hit share may differ from the screen's.
SMILES,LRH-1 inv ag,LMP1 NFkB inh,NOD2 RIPK2 PPI,NCOA3 inh,TLR9-MyD88 block,COUP-TFII inh,MC4R ag barr,SRC2 inh,ABHD5 PLIN5 PPI,MC4R antagonist,SRC1 inh
CN(C)S(=O)(=O)c1cccc(COC(=O)c2ccc(Cl)cc2O)c1,15.8,1.4,-1.3,10.7,5.5,-28.6,3.6,12.6,8.2,5.2,0.3
N#C/C(=C\c1c(F)cccc1Cl)S(=O)(=O)c1ccccn1,13.6,0.0,-10.2,19.7,8.8,13.5,-0.3,-3.7,1.1,6.5,-11.8
Cn1nccc1C(=O)NCCN1C(=O)OC(C)(C)C1(C)O (stereo not given),-7.8,-1.7,-1.8,1.7,-4.8,-10.1,-1.9,-7.8,-2.6,0.7,0.5
CCOC(=O)[C@@H]1[C@H]2COc3ccccc3[C@@H]2N2C(=O)N(c3ccc(C)cc3)C(=O)[C@]12C,0.9,-1.6,-2.2,-9.5,-0.9,.,-0.8,.,-2.9,0.6,5.8
CC(=O)NC1CCC(C(=O)O)(c2ccccc2)C1 (stereo not given),-11.6,10.9,-2.8,-20.7,1.7,8.6,-2.5,7.0,0.2,3.0,4.0
CCCCN1CC(=O)N2[C@H]3c4cc(Cl)ccc4OC[C@@H]3[C@H](C(=O)OCC)[C@]2(C)C1=O,7.9,-2.2,3.7,9.3,2.7,4.2,1.4,-6.3,-0.5,4.1,-3.1
CCCCn1c(N)c(N(CCC(C)C)C(=O)c2ccccc2-n2cnnn2)c(=O)[nH]c1=O,11.0,-1.6,6.8,11.2,-3.2,-14.0,-1.9,5.7,-0.8,-1.9,-30.7
O=C(CN1C(=O)NC2(CCCCCC2)C1=O)c1cccs1,-6.1,-0.3,1.2,7.5,4.3,0.8,0.3,-2.0,-9.9,7.4,-11.9
Cc1ccc2cc(CN(Cc3ccco3)C(=O)c3ccco3)c3nnnn3c2c1,5.1,8.4,-2.6,2.2,2.8,14.3,-2.5,-19.5,7.8,1.1,-5.0
CCN1C(=O)c2cccc3c(NC(=O)c4ccc(S(=O)(=O)N(C)C)cc4)ccc1c23,45.9,9.6,-0.1,-2.4,3.9,-47.8,-1.2,-37.9,6.7,1.6,16.2
N#CC1(CCCN2CCCCC2)c2ccccc2CCc2ccccc21,-31.9,-17.3,-2.9,13.2,4.8,21.3,1.1,9.5,2.7,8.4,1.4
Cc1ccsc1/C=N/NC(=O)C(O)c1ccccc1 (stereo not given),5.8,4.6,-0.1,-2.2,-1.9,-11.6,0.4,4.1,-6.5,5.5,-8.5
CC(O)CNc1nc2c(c(=O)n(C)c(=O)n2C)n1Cc1cccc(Br)c1 (stereo not given),19.2,-2.0,10.6,14.8,6.2,12.3,4.6,6.7,8.1,2.9,10.4
CC(=O)Nc1c(O)n(C)c2ccccc12,17.9,-7.5,4.0,22.4,6.8,6.1,2.0,-0.9,0.1,10.7,-22.4
CCC1CCCCN1S(=O)(=O)c1ccc(NC(=O)c2ccncc2)cc1 (stereo not given),33.0,18.1,5.1,12.0,-2.4,61.0*,-3.6,38.8,2.8,5.5,20.4
CC1(C)CC(C)(c2ccc(O)cc2O)N(c2cccc(Cl)c2)C(=S)N1 (stereo not given),-20.2,-2.8,-6.1,-12.1,-8.9,-9.3,-0.7,-12.5,-4.1,8.7,10.1
CCC(COC(=O)Nc1ccccc1)NC(=O)OC(C)C (stereo not given),-33.4,-0.2,2.9,3.4,-2.6,-13.0,0.1,-17.0,-6.2,4.4,-11.1
CC1(c2ccc(Cl)cc2)NC(=O)N(CC(=O)Nc2ccc(F)cc2)C1=O (stereo not given),15.6,-24.3,2.4,-3.1,-3.0,19.6,-0.4,5.1,-5.6,8.5,-10.4
COc1ccc(OC)c(S(=O)(=O)N2C(C)CCCC2C)c1 (stereo not given),4.9,3.7,1.7,19.1,10.8,3.5,-0.3,11.3,0.7,1.9,-8.7
Cc1ccc(CSc2nncn2-c2ccccn2)cc1,-1.0,5.1,-10.8,18.1,3.7,8.8,-0.6,2.5,1.7,4.3,-0.2
CCc1ccc(NC(=O)c2cc3c(C)nc4ccccc4c3o2)cc1,-6.8,7.2,-5.9,-1.9,3.0,1.4,8.2,19.8,6.2,14.5,-25.8
Cc1cc(C)c2cccc(NC(=S)NC(=O)c3ccccc3)c2n1,-8.1,-21.6,7.7,6.7,-12.4,-6.7,7.1,-1.4,1.5,5.3,7.4
O=C(O)C(c1ccccc1)N1C(=O)/C(=C\c2ccc(O)c(O)c2)SC1=S (stereo not given),-4.0,0.7,-3.1,-10.9,4.9,10.3,-4.0,-25.5,-2.3,12.0,-1.3
COc1ccc(-c2sc(C(=O)c3ccc(Cl)cc3Cl)cc2CC(=O)O)cc1,41.3,-3.4,-5.8,19.2,-0.2,0.9,-2.1,-7.9,-3.6,11.3,-3.6
COc1ccc2c(C#N)c3ccccn3c2c1,-2.5,-5.4,11.3,17.9,21.2*,11.3,2.4,32.3,-3.2,8.6,28.9

# Next results follow:
SMILES,LRH-1 inv ag,LMP1 NFkB inh,NOD2 RIPK2 PPI,NCOA3 inh,TLR9-MyD88 block,COUP-TFII inh,MC4R ag barr,SRC2 inh,ABHD5 PLIN5 PPI,MC4R antagonist,SRC1 inh
O=c1ccc(Br)c[nH]1,-3.1,-9.9,-11.9,-7.4,-5.0,-5.1,2.2,-13.6,-11.7,10.0,-35.4
COc1ccc(NC(C)=O)cc1S(=O)(=O)N1CCN(C/C=C/c2ccccc2)CC1,12.6,3.6,9.6,23.2,-13.8,17.3,1.0,13.7,-1.4,25.3,6.1
CCc1ccc(N(CC(=O)N2CCCCCC2)S(C)(=O)=O)cc1,10.1,2.2,4.8,-1.6,-3.3,4.5,-0.4,11.9,-0.7,4.4,-13.1
O=C(CC1CCC1)NC(c1ccccc1)c1ccccc1,-2.3,-7.4,-13.7,19.5,4.8,2.9,-1.9,2.4,-0.4,-2.3,5.6
CSCC[C@H](NC(=O)OC(C)(C)C)C(=O)N1CCC(C(=O)N[C@@H](C)C(=O)O)CC1,-15.6,2.3,3.4,2.0,-7.3,.,-0.6,.,-0.8,3.1,-16.1
CCOC(=O)C(NC(=O)CC)C(O)c1cccc([N+](=O)[O-])c1 (stereo not given),5.9,-6.0,-9.4,-8.3,-8.0,-5.3,1.5,-9.9,-10.4,1.9,-12.3
CCOc1ccc(NC(=S)NC(=O)c2ccco2)cc1,-96.2,-26.0,1.7,-76.4,-7.0,-17.2,-2.1,-38.2,0.6,-4.4,-78.2
Cc1c(CC(=O)N2CCN(C(=O)C3COc4ccccc4O3)CC2)c(=O)oc2cc(O)cc(O)c12 (stereo not given),17.6,-13.1,3.7,10.8,15.3,-10.2,-2.0,-16.9,7.1,3.9,1.5
Cc1ccccc1NC(=S)N(Cc1ccco1)C(C)c1ccccn1 (stereo not given),7.3,-7.1,-9.3,1.9,4.6,4.4,-0.6,1.1,-4.0,1.0,5.9
CC(C)(C)C(=O)Cn1c(=N)n(Cc2ccccc2)c2ccccc21,10.9,-0.4,-6.0,11.3,-0.8,13.2,3.1,-2.6,-1.6,10.4,11.3
COc1ccc(-c2noc(CSc3nc4sc(C)c(C)c4c(=O)n3-c3ccccc3)n2)cc1OC,1.3,-13.6,-0.5,13.7,-5.8,16.9,0.6,15.0,0.5,9.4,6.3
COc1ccc(OC)c(/C=C2\N=C(c3ccccc3)OC2=O)c1,5.3,-2.2,0.3,-2.2,-5.4,1.7,-1.3,4.9,-11.1,8.2,2.2
NS(=O)(=O)c1ccc(Oc2ccc(S(N)(=O)=O)cc2)cc1,-5.6,5.6,-11.8,-7.9,-5.3,8.1,2.3,7.5,-4.7,8.2,2.9
CCOC(=O)[C@]12CCCC=C1N(Cc1ccc(Cl)cc1Cl)C(=O)[C@H](CC(=O)NCCCN1CCCC1=O)C2,-6.7,.,-7.0,.,.,2.2,.,15.1,0.8,.,.
O=C(NCCCN1CCCC1)c1ccc2c(c1)N(Cc1ccccc1F)C(=O)c1ccccc1S2(=O)=O,-3.8,-7.5,0.0,1.4,-3.3,-2.0,-0.4,-25.2,4.7,-0.8,3.3
CCOC(=O)Cc1cnc(NC(=O)c2ccccc2)s1,15.8,-10.5,0.4,-8.1,-5.8,-47.8,-0.7,-23.5,4.1,14.9,-30.8
O=C1c2ccccc2C(=O)N1c1cccc(-c2nc3ccccc3o2)c1,12.3,1.7,-6.3,-17.3,-3.7,-0.7,-2.3,-10.9,-2.0,4.5,-11.9
O=C(NC1CCCCC1)C(c1ccc(F)cc1)N(C(=O)Cc1ccsc1)c1ccc(F)cc1 (stereo not given),6.0,-0.3,4.2,-1.4,2.5,6.0,1.2,16.6,-3.3,6.3,11.9
CCC(C)(C)NC(=O)Cc1ccc(Cl)cc1,0.8,0.6,-11.1,12.1,.,-7.6,-0.1,-14.0,-5.7,-11.7,6.6
Cc1ccnc(NCc2ccc(Cl)cc2)c1,8.3,-12.5,8.4,-7.8,2.3,-6.5,-0.2,-35.6,-4.4,6.6,-5.1
CCOc1ccc(NC(=O)COc2cccc3cccnc23)cc1S(=O)(=O)N1CCCC1,9.5,-24.2,-6.3,-7.0,-10.7,10.8,-0.8,2.2,5.0,12.4,-3.3
CC(=O)Oc1ccc([C@@H]2COc3c(ccc4c3C=CC(C)(C)O4)C2)c(OC(C)=O)c1,-4.7,-28.9,8.0,-35.9,5.9,-5.2,-1.2,-6.7,1.0,6.5,-55.1
CCOC(=O)C1CCN(CCC(=O)Nc2cc(C)ccc2C)CC1,-11.7,1.4,4.4,-6.9,1.8,-8.4,-2.0,-4.8,-0.5,0.8,-2.2
Cc1nc2ccc(NC(=O)c3ccc(Cl)c(NC(=O)c4cccs4)c3)cc2s1,-0.9,-13.9,-8.8,-9.7,-1.1,0.4,-0.6,-18.1,-1.6,-9.6,-29.7
CCCc1cc(=O)oc2cc(OCC(=O)NCCN3CCOCC3)c(Cl)cc12,19.8,3.7,6.6,-30.9,1.3,-13.5,-1.0,8.8,-10.9,12.0,-6.2

# Compound activity from PubChem.
